# hIAP activ – human IAP activators, primary screen, biochemical, luminescence, uHTS | purified human IAP, CDP-Star luminescence, 30 min; stronger effect = higher value; 1 = vehicle-only enzyme, 0 = enzyme-free background | activation factor at 10 µM | 330,000 compounds, 0.16% hits | AID 2524, 2010;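 active = activation factor of the enzyme at least 2-fold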; also: the source names both 10 and 20 µM as test concentration; values of inactives mirror those of a sister screen read the other way
# Target sequence (P09923 whole entry, looked up): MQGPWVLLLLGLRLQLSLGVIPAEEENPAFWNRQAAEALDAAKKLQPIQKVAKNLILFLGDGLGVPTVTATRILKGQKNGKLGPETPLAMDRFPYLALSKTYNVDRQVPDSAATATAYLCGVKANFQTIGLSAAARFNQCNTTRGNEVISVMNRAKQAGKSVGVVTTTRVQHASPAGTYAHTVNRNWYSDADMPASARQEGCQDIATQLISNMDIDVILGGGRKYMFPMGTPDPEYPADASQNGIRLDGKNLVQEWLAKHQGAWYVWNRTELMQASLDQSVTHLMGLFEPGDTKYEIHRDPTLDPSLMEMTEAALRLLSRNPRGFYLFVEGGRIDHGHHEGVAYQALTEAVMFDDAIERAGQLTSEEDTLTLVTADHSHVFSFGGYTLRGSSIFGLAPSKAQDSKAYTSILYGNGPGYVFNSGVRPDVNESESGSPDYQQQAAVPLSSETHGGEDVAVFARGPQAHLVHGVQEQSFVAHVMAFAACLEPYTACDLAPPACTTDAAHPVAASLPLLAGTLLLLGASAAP
# SENP6 block – SENP6 protease inhibitors, primary screen, biochemical, luminescence, uHTS; inhibition, % at 10 µM; Sentrin-specific protease 6 (Homo sapiens), Q9GZR1; 330,000 compounds, 1.8% hits; Recombinant SENP6 catalytic domain, aminoluciferin luminescence;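 active = inhibition above about 50% at the single tested dose, limit read from the data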;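 also: plate controls were DMSO wells with enzyme for no effect and DMSO wells lacking enzyme for full effect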
# MPTP inh – mitochondrial permeability transition pore inhibitors, primary screen, biochemical, isolated mouse mitochondria, absorbance; inhibition, % at 10 µM; Ca2+ swelling absorbance, 30 min; 360,000 compounds, 1.4% hits;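 active = inhibition of 50% or more, scaled per plate between neutral and stimulator controls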;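 also: 0% = DMSO wells given calcium and 100% = 1 mM EGTA wells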
# SENP8 block – human SENP8 protease inhibitors, primary screen, biochemical, fluorescence, Nedd8 protein substrate, uHTS | recombinant SENP8 | AID 602440, 2012 | inhibition, % at 20 µM | Sentrin-specific protease 8 (Homo sapiens), Q96LD8 | 360,000 compounds, 0.64% hits; in the data active = inhibition mostly above about 40%, no sharp cut-off; inactive = mostly below about 27%
# Target sequence (Q96LD8 whole entry, looked up): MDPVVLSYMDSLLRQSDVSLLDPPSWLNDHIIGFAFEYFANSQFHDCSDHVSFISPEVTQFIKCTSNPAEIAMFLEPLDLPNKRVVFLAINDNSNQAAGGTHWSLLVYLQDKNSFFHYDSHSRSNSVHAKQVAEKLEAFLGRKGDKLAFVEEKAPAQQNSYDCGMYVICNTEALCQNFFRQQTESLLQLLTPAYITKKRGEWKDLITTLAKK
# GRIN3A LBD mod – binders of NR3A ligand-binding domain, primary screen, biophysical, differential scanning fluorimetry, uHTS; Tm shift relative to glycine control, % at 25 µM; 340,000 compounds, 2.5% hits; NR3A LBD differential scanning fluorimetry, Tm shift; 0% = protein alone, 100% = glycine-bound protein;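 active = melting temperature shift of at least 10% of the positive control shift, at one fixed dose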
# ATG4B inh – ATG4B protease inhibitors, primary screen, biochemical, fluorescence, uHTS | inhibition, % at 8.33 µM | Cysteine protease ATG4B (Homo sapiens), Q9Y4P1 | 340,000 compounds, 0.51% hits | ATG4B cleavage of LC3-PLA2, NBD-HPC fluorescence, 1 h; in the data active = inhibition above about 40%
# PfGluPho inh – PfG6PD enzyme inhibitors, primary screen, biochemical, fluorescence intensity, uHTS; glucose-6-phosphate dehydrogenase-6-phosphogluconolactonase (Plasmodium falciparum 3D7); PfGluPho enzyme, NADPH resazurin-diaphorase fluorescence; inhibition, % at 20 µM; 350,000 compounds, 0.78% hits; AID 504690, 2011;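 active = inhibition reaching at least a set limit at 20 µM in the primary screen, cut at about 59% in these data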;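 also: 0% = DMSO wells with substrate and 100% = DMSO wells lacking glucose-6-phosphate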
# SENP1 inh – human SENP1 catalytic domain inhibitors, primary screen, biochemical, FRET, uHTS | AID 624204, 2012 | recombinant SENP1 catalytic domain, CyPet-SUMO1-YPet FRET cleavage | inhibition, % at 10 µM | Sentrin-specific protease 1 (Homo sapiens), Q9P0U3 | 360,000 compounds, 0.21% hits;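 active = inhibition at least 30% at 10 µM, raw YFP signal under a set limit, fluorescence ratio 0.5 to 1.5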;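 also: 0% = enzyme with DMSO and 100% = no enzyme wells; some results filed as inactive read as strong as hits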
# Target sequence (Q9P0U3 419-644 limits assumed): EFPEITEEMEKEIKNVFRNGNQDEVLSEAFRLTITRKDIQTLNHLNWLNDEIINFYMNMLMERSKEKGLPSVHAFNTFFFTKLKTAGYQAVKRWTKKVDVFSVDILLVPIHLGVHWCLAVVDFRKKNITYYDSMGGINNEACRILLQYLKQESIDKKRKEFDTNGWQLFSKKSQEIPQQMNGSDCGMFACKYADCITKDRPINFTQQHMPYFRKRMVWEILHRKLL
#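 Material – human SENP1 catalytic domain · Input – SENP1 enzyme, 20 pM final · Compound dosing – single concentration of 10 µM compound, 0.5% DMSO final · Timing – enzyme reaction for 50 min at room temperature, dark · Measured by – FRET fluorescence in CFP and YFP emission channels · Control set – no-enzyme wells low, DMSO-plus-enzyme wells high control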
# Starred values were filed as active, the others as inactive; / = not tested or not shown.
SMILES,hIAP activ,SENP6 block,MPTP inh,SENP8 block,GRIN3A LBD mod,ATG4B inh,PfGluPho inh,SENP1 inh
CC1CC(C)CN(CCCNC(=O)c2ccc(CNS(=O)(=O)c3ccc(F)cc3)cc2)C1 (configuration not stated),0.818,11.4,-1.6,11.3,-1.6,1.8,3.7,1.8
Cc1cc(NC(=O)C2CC(=O)N(c3ccccc3C)C2)no1 (configuration not stated),0.984,-5.6,-0.2,4.0,-2.0,10.5,-11.2,1.1
Cc1ccc(CSc2nnc(-c3cnccn3)n2C)cc1,1.14,-1.5,-0.3,-65.0,6.0,6.6,1.6,0.3
CC1CC(C)CN(C(=O)CSCC(=O)Nc2nc(-c3cccs3)cs2)C1 (configuration not stated),0.824,-0.3,0.7,3.4,-9.9,-12.6,23.1,-1.5
c1ccc(OCCCCn2cnc3ccccc32)cc1,0.942,-14.4,0.1,2.8,3.5,-6.1,1.8,-1.0
Cc1cc(NC(=O)COC(=O)c2ccccc2O)no1,1.08,-21.6,0.3,0.2,0.1,-6.2,-0.1,1.3
CCC1COCCS(=O)(=O)N1Cc1ccccc1F (configuration not stated),0.988,-4.9,-0.4,21.0,0.5,14.2,-13.4,1.4
CC(C)Oc1ccc(C(=O)NCC(=O)O)cc1,1.09,1.0,-0.6,33.2,-0.2,1.2,-4.0,0.2
O=C(/C=C/c1cccc([N+](=O)[O-])c1)NCCSCc1c(Cl)cccc1Cl,0.915,1.6,-8.6,12.5,-10.0,33.6,23.9,2.4
COc1ccccc1N1CCN(S(=O)(=O)c2cc3[nH]c(=O)c(=O)[nH]c3cc2C)CC1,0.991,6.9,-2.1,-132.6,-3.4,-1.4,-18.2,1.0
C#Cc1ccc([C@H]2C=C(C(=O)N3CCOCC3)O[C@@H](OCc3ccc(CO)cc3)C2)cc1,0.985,-12.3,3.0,3.6,3.8,-4.4,1.8,1.1
N#Cc1ccccc1COc1ccc(/C=C/C(=O)O)cc1,0.899,10.6,3.2,1.5,-1.5,-5.4,-23.1,1.0
COc1ccccc1C(=O)COC(=O)CN1C(=O)NC2(CCCC2)C1=O,1.14,-9.9,-3.2,-5.6,1.0,-2.3,-9.8,-0.2
COc1ccc2c(c1)CC/C(=C\C=C\c1ccccc1)C2=O,1.06,-31.8,3.5,-48.8,-9.6,-9.6,17.1,-8.2
N=c1n(CCN2CCOCC2)c2ccccc2n1CC(=O)c1ccc(Cl)c(Cl)c1,0.94,-4.8,0.5,-9.6,-3.9,-2.4,113.8*,1.5
c1nc(SSc2ncnc3nc[nH]c23)c2[nH]cnc2n1,/,/,-2.5,-1.4,7.1,6.8,118.2*,1.7
COc1cc(/C=N/n2c(C)n[nH]c2=S)ccc1OCc1ccc(F)cc1,0.926,-6.8,1.1,17.9,-1.5,0.0,20.3,-1.3
C/C(=N\Nc1nc2ccccc2s1)c1ccc2c(c1)OCO2,0.996,-23.4,-0.2,-17.7,-2.4,0.9,9.2,-1.4
O=C(Nc1ccc2nc3n(c(=O)c2c1)CCCC3)c1ccc(Cl)nc1,0.97,-2.4,0.6,-0.7,-1.3,-1.4,-13.4,-0.2
CC(=O)NCC1COc2ccccc2O1 (configuration not stated),1.09,-6.9,2.6,23.3,-0.5,-4.3,8.8,1.7
Cc1cc(NC(=O)c2cccc(S(=O)(=O)Nc3cccc(C(=O)O)c3)c2)no1,0.934,9.6,0.0,8.1,-0.3,1.1,-19.7,0.9
COc1ccccc1C(=O)NCCn1cc(SCC(=O)NCC2CCCO2)c2ccccc21 (configuration not stated),0.956,-9.6,-0.1,14.5,-3.3,8.2,-6.5,2.3
O=C(NCC(c1ccco1)N1CCc2ccccc2C1)c1ccccc1Cl (configuration not stated),1.15,-27.1,0.2,18.2,3.2,1.6,-12.9,-1.2
O=c1c(/C=N/O)c(Nc2ccccc2)nc2ccccn12,1.24,-4.8,0.2,-23.6,2.2,0.3,-7.1,-5.8
Cc1ccc2cccc(OCCCOc3ccccc3F)c2n1,1.08,2.6,-0.6,-125.1,-0.9,-1.6,25.3,-2.2

# Next part; the last five above are carried over.
SMILES,hIAP activ,SENP6 block,MPTP inh,SENP8 block,GRIN3A LBD mod,ATG4B inh,PfGluPho inh,SENP1 inh
Cc1cc(NC(=O)c2cccc(S(=O)(=O)Nc3cccc(C(=O)O)c3)c2)no1,0.934,9.6,0.0,8.1,-0.3,1.1,-19.7,0.9
COc1ccccc1C(=O)NCCn1cc(SCC(=O)NCC2CCCO2)c2ccccc21 (configuration not stated),0.956,-9.6,-0.1,14.5,-3.3,8.2,-6.5,2.3
O=C(NCC(c1ccco1)N1CCc2ccccc2C1)c1ccccc1Cl (configuration not stated),1.15,-27.1,0.2,18.2,3.2,1.6,-12.9,-1.2
O=c1c(/C=N/O)c(Nc2ccccc2)nc2ccccn12,1.24,-4.8,0.2,-23.6,2.2,0.3,-7.1,-5.8
Cc1ccc2cccc(OCCCOc3ccccc3F)c2n1,1.08,2.6,-0.6,-125.1,-0.9,-1.6,25.3,-2.2
C=CCOc1c(Br)cc(/C=N/NC(=O)Cc2ccc(C(F)(F)F)cc2[N+](=O)[O-])cc1OC,0.912,-12.5,0.9,6.0,1.8,0.8,-15.9,3.7
CCN(Cc1ccccc1)C(=O)Cn1cc2c(n1)CCCC2,1.09,-18.0,0.9,2.1,-1.6,-1.6,12.2,2.3
CC(O)CNCCCOc1ccc(Cl)cc1C(C)(C)C (configuration not stated),0.986,-4.7,74.4*,12.4,-2.9,-7.8,40.4,2.8
Cc1cc(C2=CC(=O)C[C@H](c3ccc(F)cc3)C2)ccc1F,/,/,1.5,-21.1,/,/,0.6,0.9
O=C(COc1ccccc1)Nc1ccccc1C(=O)NC1CC1,0.975,-10.9,-1.0,4.9,3.0,-6.5,-0.5,-0.6
CC1(C)CC(=O)C2=C(C1)N(c1ccc(F)cc1)C(N)=C(C#N)C2c1cccs1 (configuration not stated),1.07,-6.5,-1.5,-287.3,-1.9,6.2,25.5,20.6
O=C(NC(=S)Nc1nc2c(s1)CSc1ccccc1-2)c1ccccc1,1.15,-6.5,94.8*,11.0,5.0,-2.6,5.2,-7.5
O=C(Nc1cc(Cl)ccc1Cl)c1ccc(-c2ccccc2)cc1,1.04,-4.4,2.8,5.4,2.2,-5.0,1.3,2.8
O=C(COC(=O)c1ncc(Cl)c(Cl)c1Cl)NC(=O)NCc1ccccc1,1.23,3.3,0.3,8.0,0.8,-0.2,-1.9,0.9
O=C1CCN(C(=O)Nc2ccccc2Cl)N1,1.08,-12.5,-0.5,36.6,0.8,0.8,-2.1,2.7
CC1CCc2sc(C(=O)NNS(=O)(=O)c3ccc(F)c(F)c3F)cc2C1 (configuration not stated),1.02,11.7,0.9,3.9,-10.1,-0.2,-28.6,0.4
COc1ccccc1-n1c(C)nc2cc(C(=O)NCCN3CCOCC3)ccc21,1.25,7.6,0.7,12.0,-2.2,-4.4,-6.3,0.5
CNC(=O)Nc1ccc2nc(C)oc2c1,1.15,-1.5,1.1,-5.7,2.2,-4.6,0.3,1.3
CCn1c(/C=C/c2ccccc2Cl)nc2ccccc2c1=O,0.993,-16.4,-1.2,6.0,-5.2,4.9,14.1,2.1
CSc1cnc2c(=O)[nH]c(=O)n(C)c2n1,0.841,-9.9,-1.3,5.1,-2.1,-3.4,-4.8,-1.0
Cc1[nH]ccc(=O)c1OCC(=O)O,0.96,-14.2,2.2,3.7,0.4,-7.6,-7.3,2.3
CCC1(C)N=C(c2ccc3c(c2)OCO3)CC(c2ccccc2O)N1 (configuration not stated),0.936,90.9*,-0.2,-150.9,-7.9,2.9,24.9,-5.5
Cc1ccc(C[n+]2ccccc2)cc1,0.934,-4.0,-1.7,12.9,0.8,-4.4,27.9,1.2
NC(=S)NNc1ccc(Cl)c(Cl)c1,0.928,7.0,3.3,23.7,0.2,-7.4,65.1*,1.1
COC(=O)c1cc(NS(=O)(=O)c2ccc(N3CCCCC3)c([N+](=O)[O-])c2)cc(C(=O)OC)c1,0.774,-2.7,-7.7,-5.7,6.4,7.4,-27.7,-0.3
CCOC(=O)[C@@H]1[C@H]2COc3cc(OC)ccc3[C@@H]2N2C(=O)N(c3cccc(Cl)c3)C(=O)[C@@]12C,1.11,-3.7,-1.5,15.4,0.7,-6.3,6.6,2.0
Cn1c(=O)[nH]c(=O)c2c1nc(Br)n2CC(O)COCc1ccccc1 (configuration not stated),1.02,-13.1,-6.0,5.4,0.1,-12.2,8.3,-0.5
CC1=C(C(=O)Nc2cccnc2)C(c2ccncc2)n2nnnc2N1 (configuration not stated),1.14,8.1,-1.5,4.6,-1.1,-2.7,2.2,0.8
Cc1cc(S(N)(=O)=O)c(N)c(S(N)(=O)=O)c1,1.01,0.8,-0.2,-214.5,-2.0,1.5,-3.7,2.4
Cc1ccc(C)c(S(=O)(=O)N2CCN(C(=O)CCCc3c[nH]c4ccccc34)CC2)c1,1.06,-0.7,-1.7,3.0,-10.1,-9.1,6.1,-0.2
SMILES,hIAP activ,SENP6 block,MPTP inh,SENP8 block,GRIN3A LBD mod,ATG4B inh,PfGluPho inh,SENP1 inh
CCOC(=O)c1c[nH]c2c(Cl)c(Cl)ccc2c1=O,0.954,-25.3,2.5,9.6,2.3,-7.6,30.7,-2.0
Cc1cc(OC(=O)c2c(Cl)cc(Cl)cc2Cl)nc(C)n1,1.03,-2.2,-0.4,12.4,-3.4,-1.2,9.9,2.1
Cc1ccc(NC(=O)CSc2nnc([C@H](C)NC(=O)OC(C)(C)C)o2)c(C)c1,0.987,-6.8,2.2,23.0,-1.0,-1.7,-0.6,2.2
O=C(NNC(=O)C1CCN(S(=O)(=O)c2c(Cl)cccc2Cl)CC1)c1ccccc1O,1.41,-12.1,-0.1,-283.3,-12.7,-0.5,-38.1,1.2
C[C@@H]1CN([C@@H](C)CO)C(=O)CCCn2nncc2CO[C@H]1CN(C)S(=O)(=O)c1ccc(Oc2ccccc2)cc1,/,/,-1.6,10.9,/,/,-22.0,-1.1
Cc1ccccc1CN(C)C(=O)CNC(=O)c1ccc2ccccc2c1,1.25,-16.4,5.9,17.4,-0.7,-4.1,7.8,1.5
C/C(=N\O)C(=O)C(CN1CCCCC1)CN1CCCCC1,1.15,-18.8,1.2,15.1,-20.4,-3.8,27.6,-0.6
Cc1ccc2c(C)c(C(=O)NCCN3CCOC3=O)oc2c1C,1.11,-14.4,0.1,12.3,-0.8,-2.4,4.0,0.4
CN(C)/C=N/C(=S)Nc1ccccc1Cl,0.915,-4.9,-0.6,18.1,-3.5,-5.9,10.2,1.7
CCN(C(=O)CSc1nnnn1-c1ccccc1)c1c(N)n(Cc2ccccc2)c(=O)[nH]c1=O,0.768,-4.7,-1.5,10.4,-0.6,0.9,3.0,-11.1
CCc1ccc2c(c1)C(NC(C)=O)C(=O)N2CC (configuration not stated),0.999,-3.1,0.1,13.8,0.3,7.8,-15.1,-1.3
CCOC(=O)c1ccc(NC(=S)NC(=O)c2nn(CC)cc2Br)cc1,1.07,-5.8,3.4,7.4,-2.0,-4.0,-5.2,0.5
O=C(NC(=S)Nc1cnc2ccccc2c1)c1ccccc1,0.948,42.4,1.0,-64.3,-6.3,7.9,-6.0,0.4

# Single records (already shown). Order of screens: hIAP activ, SENP6 block, MPTP inh, SENP8 block, GRIN3A LBD mod, ATG4B inh, PfGluPho inh, SENP1 inh
# `Cc1ccc(C[n+]2ccccc2)cc1` reads 0.934, -4.0, -1.7, 12.9, 0.8, -4.4, 27.9, 1.2
# `CN(C)/C=N/C(=S)Nc1ccccc1Cl` reads 0.915, -4.9, -0.6, 18.1, -3.5, -5.9, 10.2, 1.7

# Source: PubChem BioAssay (Sanford-Burnham Center for Chemical Genomics)
